Assay outcomes: PubChem BioAssay, National Center for Advancing Translational Sciences (NCATS)
GLP1R ag: agonists of human GLP-1 receptor; HEK293 GLP-1R CRE-luciferase, luminescence, 4-6 h; cells express a hypersensitive GLP-1R form; 380,000 tested, 0.007% active; Potency, µM (highest dose often 45.6 µM), for the others: at the highest dose activation, hits mostly activators; P43220; further: potency means the concentration at half of the fitted maximal effect; % of control where 0% means no effect
Target sequence (P43220 whole entry, looked up): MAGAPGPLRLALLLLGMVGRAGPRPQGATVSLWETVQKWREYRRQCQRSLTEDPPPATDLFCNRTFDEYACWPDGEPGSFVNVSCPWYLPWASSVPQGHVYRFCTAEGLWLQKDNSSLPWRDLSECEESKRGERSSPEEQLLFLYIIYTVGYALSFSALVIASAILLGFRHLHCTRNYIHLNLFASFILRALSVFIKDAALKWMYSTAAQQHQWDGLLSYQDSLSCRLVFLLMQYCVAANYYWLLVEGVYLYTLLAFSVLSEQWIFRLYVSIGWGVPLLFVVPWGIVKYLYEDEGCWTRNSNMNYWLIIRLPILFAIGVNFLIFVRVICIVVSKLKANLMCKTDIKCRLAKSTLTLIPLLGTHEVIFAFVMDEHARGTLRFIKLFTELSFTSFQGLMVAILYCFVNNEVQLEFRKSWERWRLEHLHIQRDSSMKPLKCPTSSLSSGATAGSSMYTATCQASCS
Abeta yeast res: compounds reversing amyloid beta toxicity in yeast | AID 1347071 | yeast expressing A-beta42, growth rescue, OD600, 48 h; response scale: 0% DMSO, 100% iron-clioquinol control | Potency, µM (series often up to 46.1 µM), for the others: at the top dose growth rescue, hits mostly activators | 410,000 tested, 0.063% active; further: potency means the concentration at half of the fitted maximal effect; nearly all actives have a fitted effect of over 55% in size
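Growth rescue measured by 600 nm absorbance after 48 h yeast culture at 30 C with compound. Values normalized between DMSO and an equimolar ferric chloride plus clioquinol control.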
D3 antag: D3 dopamine receptor (human) antagonism; P35462; max response, negative = inhibition, %; 360,000 tested, 2.5% active; AID 652054; D3R cells, DiscoveRx beta-arrestin luminescence, antagonist mode; stronger effect = lower value; in the data active means max response below about -50%; inconclusive means no clear call, values can overlap the other calls; further: on the % scale 0 is the no-effect control and ±100 the full control effect; mostly tested at two doses, the higher about 12 µM
Target sequence (P35462 whole entry, looked up): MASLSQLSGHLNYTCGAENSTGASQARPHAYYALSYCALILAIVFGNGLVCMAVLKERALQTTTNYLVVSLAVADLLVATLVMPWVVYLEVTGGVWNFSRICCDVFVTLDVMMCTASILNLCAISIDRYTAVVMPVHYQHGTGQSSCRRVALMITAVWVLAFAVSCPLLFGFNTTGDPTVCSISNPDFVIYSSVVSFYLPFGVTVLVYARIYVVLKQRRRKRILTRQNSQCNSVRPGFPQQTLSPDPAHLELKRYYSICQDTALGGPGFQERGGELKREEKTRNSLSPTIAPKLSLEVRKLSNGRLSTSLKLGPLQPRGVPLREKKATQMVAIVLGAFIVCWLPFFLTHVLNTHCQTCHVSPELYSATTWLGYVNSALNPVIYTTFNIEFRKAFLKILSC
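Cells expressing the human receptor were seeded at 1500 cells/well, incubated overnight at 37 degrees C in 5% CO2, then exposed to library compounds with dopamine controls for 90 minutes at 37 degrees C before luminescent detection.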
aSyn yeast inh: rescues yeast growth from alpha-synuclein toxicity; Yeast expressing alpha-synuclein, growth rescue, BacTiter-Glo, 24 h; Potency, µM (titrated, usually from 46.1 µM), without a hit: at the highest dose growth rescue (activation), actives largely listed as activators; 370,000 tested, 0.14% active; AID 652106; further: potency means the concentration at half of the fitted maximal effect; % of control where 0% means no effect; nearly all actives have a fitted effect of over 65% in size
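Rescue of yeast growth: cells expressing toxic alpha-synuclein, induced in galactose at OD600 0.02, incubated with compound 24 h at 30 C. ATP luminescence quantified growth; inhibitors of toxicity appear as activators.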
TDP-43 yeast inh: rescues yeast growth from TDP-43 toxicity | TDP-43 expressing yeast growth rescue, BacTiter-Glo, 24 h | Potency, µM (titrated, usually from 46.1 µM), inactives show at the top dose growth rescue (activation), usual class: activators | 410,000 tested, 1.8% active | AID 652104; further: potency means the concentration at half of the fitted maximal effect; % of control where 0% means no effect; nearly all actives have a fitted effect of over 50% in size
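Cell-based yeast growth screen: TDP-43 expression induced in galactose, inoculum OD600=0.02 after raffinose pregrowth to mid-log. Read-out BacTiter-Glo luminescence at 24 hr, 30 deg C; inhibition of toxicity seen as signal increase.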
PTHR1 ag: PTHR1 (human) receptor agonism | Q03431 | HEK293 GP2 PTHR1 cells, GloSensor cAMP luminescence, 1 h | Potency, µM (series often up to 115 µM), without a hit: at the highest dose activation, usual class: activators | 410,000 tested, 0.075% active | AID 743266; further: potency means the concentration at half of the fitted maximal effect; nearly all actives have a fitted effect of over 55% in size; some results filed as inactive show a strong effect at the top dose; inactives centre near -15; many of its hits are not listed in these tables
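HEK-293-derived GP2 cells expressing PTHR1 and a GloSensor cAMP reporter, 3,000/well, plated overnight, given luciferin plus IBMX (each 0.5 mM as added) for 1 h at 37 °C, then compound for 1 h at 37 °C. Luminescence was read after 15 min at room temperature.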
Akt phos inh: inhibitors of Akt phosphorylation; 360,000 tested, 0.32% active; Neuro2A IGF-stimulated pAkt S473 HTRF, 20 min; stronger effect = lower value; activity change, % for hits at 50 µM; in the data active means activity change below about -80%; inconclusive means mostly about -51% to -80%; further: on the % scale 0 is the no-effect control and ±100 the full control effect
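Neuro2A cells in DMEM with 0.5% FBS, overnight at 37 deg C, given compound at single 50 µM final, then IGF (6 nM final) for 20 min at 37 deg C. Lysed; phospho-Akt Ser473 by HTRF after 24 h, 665/615 ratio.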
FUS suppressor: rescues growth of FUS-expressing yeast; S. cerevisiae FUS-expressing, growth rescue, OD600, 24 h; Potency, µM (top dose mostly 76.6 µM), for the others: at the highest dose growth rescue (activation), usual class: activators; 390,000 tested, 0.24% active; AID 1347120;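 further: potency means the concentration at half of the fitted maximal effect; plate controls were DMSO vehicle for no effect and reference control for full effect; nearly all actives have a fitted effect of over 55% in size; some results filed as inactive show a strong effect at the top dose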
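Steps: raffinose overnight preculture; dilution to OD 0.005 in 2% galactose minimal medium; compound addition (concentration series); 24hr at 30C, 99% humidity; absorbance read at 600 nm.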
GLP1R inv ag: inverse agonists of human GLP-1 receptor; HEK293 GLP-1R CRE-luciferase, luminescence, 24 h; GLP-1R form is constitutively active; Potency, µM (top dose mostly 38.3 µM), inactives show top-dose activity change, negative = inhibition, actives largely listed as inhibitors; 410,000 tested, 1.6% active; P43220; further: potency means the concentration at half of the fitted maximal effect; on the % scale 0 is the no-effect control and ±100 the full control effect; nearly all actives have a fitted effect of over 55% in size
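Seeding at 200 cells/uL, 12 h culture, 24 hr compound treatment, then luciferase reagent and a luminescence read; cells are HEK293 stably expressing a constitutively active GLP-1R plus cAMP-responsive luciferase.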
The depositor's hits bear a star; i = inactive; u = inconclusive; x = not tested or not shown; & = joins results of further samples; [ ] = remark or other dose. Unless noted, the call rests on the fitted dose curve; in most records, active means well fitted curve in the direction sought with a large enough effect; inconclusive means small, poorly fitted or top-dose-only effect, or another doubt; inactive means no such curve, though single readings can be large; an effect the other way counts as inactive or inconclusive. These rows are one share of the data, so the mix of outcomes need not match the whole.

Values run as follows: GLP1R ag | Abeta yeast res | D3 antag | aSyn yeast inh | TDP-43 yeast inh | PTHR1 ag | Akt phos inh | FUS suppressor | GLP1R inv ag
> COc1ccc(CC/C(=N\O)C2(O)CCCCC2)cc1
  -3% | 22% | 24 | u | 0% | -4%[57.5 µM] | i | 4% | 0%
> NC(=O)c1c(NC(=O)c2ccccc2F)sc2c1CCCC2
  10% | -1% | 31 | 0% | u | -93% | i | 13% | 2%
> CC1(C)CC(N2CCCC2)=CC(=[N+]2CCCCCC2)C1
  -1% | -10% | -4 | -2% | 4% | -29% | i | 18% | u
> C[C@@H]1CN([C@@H](C)CO)C(=O)CCCn2nncc2CO[C@H]1CN(C)S(=O)(=O)c1ccccc1C#N
  -6% | -12% | -15 | -1% | u | -22% | i | -12% | 9%
> Cc1cc2c(cc1C)CN(c1ccccc1)C2
  7% | -6% | -13 | -1% | -9% | -34%[inhibitor] | i | 14% | -20%
> O=C(Cc1cccc2ccccc12)Nc1ccc(-c2cc3ccccc3oc2=O)cc1
  -18% | -13% | -2 | 0% | -5% | i | u | u | -26%
> CN1CC=C2C(C#N)=C(N)C(C#N)(C#N)C(CCc3ccccc3)C2C1 (stereo unspecified)
  -6% | 10% | -22 | -3% | 5% | i | i | 16% | 0%
> CN(C)c1ccc(-c2[nH][nH]c(=O)c2NC(=O)c2ccc3ccccc3n2)cc1
  -4% | 4% | -13 | 2% | 13% | -6% | i | -1% | 33%[activator]
> COc1cccc(C2C(C(=O)c3cc4ccccc4o3)=C(O)C(=O)N2CCN2CCOCC2)c1 (stereo unspecified)
  0% | -23% | -6 | -3% | -21% | -29% | i | 46% | 7%
> COc1cc(C2c3cc4c(cc3OC(NCc3ccccc3)C2C)OCO4)cc(OC)c1OC (stereo unspecified)
  -1% | -8% | 5 | 1% | 9% | -6% | i | x | u
> Cc1ccc(CNC(=O)CCn2nc(-c3ccc(Cl)cc3)ccc2=O)cc1
  6% | -8% | 31 | 1% | -13% | -18% | i | 21% | 0%
> O=C(Nc1ccc(F)cc1)Nc1nnc(Cc2ccccc2F)s1
  -12% | -2% | 4 | 5% | 12% | -60%[inhibitor] | i | 5% | u
> Cc1cc(C(=O)COc2ncnc3sccc23)c(C)n1C
  4% | 3% | -7 | 5% | -19% | -3% | i | 25% | 33%[activator]
> COc1ccc(-c2cc(C(=O)Nc3c(C)nn(Cc4ccccc4Cl)c3C)no2)cc1
  0% | -8% | 15 | -2% | 2% | u | i | 17% | 0%
> COc1ccc(NC(=O)CS(=O)(=O)c2ccc(Br)cc2)cc1
  10% | -19% | 4 | 0% | 1% | -2% | i | 9% | u
> Cc1ccc(C(=O)Nc2cc3[nH]c(=O)oc3cc2C)cc1
  10% | 14% | 1 | 5% | 6% | i | i | -19% | -3%
> CCOC(=O)N1CCN(S(=O)(=O)c2ccc(C)cc2)C1c1ccc(OC)cc1 (stereo unspecified)
  -2% | -8% | 14 | 6% | 22% | -3%[57.5 µM] | i | 18% | -26%
> Cc1cc(=O)n(-c2ccccc2)n1C
  5%&6% | -15% | 0 | 0% | 14% | i | i | -46%[inhibitor] | 1%
> CCOC(=O)c1ccc(-c2c(-c3ccccc3OC)sc3ccc(OC)cc23)cc1F
  -2% | 4% | -27 | 0% | 3% | 1% | i | u | 11µM*
> Cc1ccc(S(=O)(=O)NCc2ccc(C(=O)N3CCN(Cc4ccccc4)CC3)cc2)cc1
  2% | 4% | -22 | 3% | -12% | -27% | i | -6% | -1%

Further entries follow.
Values run as follows: GLP1R ag | Abeta yeast res | D3 antag | aSyn yeast inh | TDP-43 yeast inh | PTHR1 ag | Akt phos inh | FUS suppressor | GLP1R inv ag
> COc1ccc(C(=O)C2CCN(C(=S)NCC3CCCO3)CC2)cc1 (stereo unspecified)
  5% | 6% | 3 | 0% | -1% | -18% | i | -1% | -19%
> O=C(O)CCSc1nc2ccccc2n1Cc1ccccc1
  4% | 10% | -1 | 5% | 8% | -10% | i | 20% | 8%
> CCOC(=O)c1sc(N)c(C(=O)OCC)c1COC(=O)C1CC(=O)N(Cc2ccco2)C1 (stereo unspecified)
  u | -3% | -13 | -1% | 14% | i | i | -6% | 15%
> COc1cccc(/C=N/NC(=O)C(=O)N/N=C/c2cccc(OC)c2OC)c1OC
  -1% | 7% | -17 | 1% | 11% | i | i | 26% | 40%[activator]
> CC1CCN(S(=O)(=O)c2cccc(-c3csc(-c4cccnc4)n3)c2)CC1
  18% | -5% | 4 | 5% | 13% | -20%[57.5 µM] | i | 10% | 0%
> Cn1c(SCC(=O)c2ccccc2)nnc1-c1ccco1
  -10% | 31% | 8 | 0% | 4% | -20%[57.5 µM] | i | 7% | 1%
> CSc1ccc(/C=N/NC(=O)CN2CCN(Cc3ccc(C)cc3)CC2)cc1
  14% | -5% | -15 | 6% | 2% | i | i | x | u
> C=CCc1ccccc1OCCNCCCOC
  -4% | -4% | -102* | 5% | -3% | i | i | x | -3%
> CN(C)/C=C1\N=C(c2cccs2)OC1=O
  8% | -4% | u | 0% | -5% | -8%[57.5 µM] | i | 2% | 57%[activator]
> COc1cccc(/C=C(\C#N)c2nc3ccc(C)cc3[nH]2)c1
  x | -13% | x | x | 7% | -3% | x | 15% | u
> COC(=O)c1ccc(NC(=O)CCCCCn2nnc3ccccc3c2=O)cc1
  15% | 2% | 19 | 2% | 5% | i | i | 2% | 14%
> COC(=O)[C@]1(C)N[C@H](CN(C)C(=O)Nc2ccc(F)cc2)[C@@H]2C(=O)N(C)C(=O)[C@@H]21
  -4% | 3% | 0 | -1% | 17% | i | i | -6% | 7%
> COc1ccccc1-n1nnnc1SCC(=O)NCC1CCCO1 (stereo unspecified)
  10% | -12% | 22 | 2% | -11% | -16% | i | -7% | 7%
> COc1cc(C(=O)Nc2cccnc2)cc(OC)c1OC
  2% | 7% | -21 | -1% | 7% | -3% | i | 19% | 9%
> N#Cc1nc(-c2ccc(F)cc2)oc1NCc1ccco1
  24% | 2% | 4 | 2% | 11% | i | i | 3% | 35%[activator]
> Cc1onc(-c2c(F)cccc2Cl)c1C(=O)NCCCN1CCOCC1
  -14% | 7% | 33 | -5% | -34%[inhibitor] | -27%[57.5 µM] | i | 15% | -2%
> CCC1(C)CC(C(CC(=O)O)c2ccc(C)cc2)CCO1 (stereo unspecified)
  0% | 13% | 18 | -2% | -1% | i | x | 20% | 5%
> COc1ccccc1CN(Cc1cc2cc(C)ccc2[nH]c1=O)Cc1nnnn1CC1CCCO1 (stereo unspecified)
  10% | -4% | u | 12% | -24% | -4%[57.5 µM] | i | 29% | 5%
> CCCCc1nc2cc(C(=O)N3CCC(OCCOC)CC3)ccc2o1
  2% | 5% | 5 | -7% | 18% | i | i | -3% | 4%
> Cc1cc(C)n2nc(SCC3COc4ccccc4O3)nc2n1 (stereo unspecified)
  19% | -2% | -19 | -3% | 29% | i | i | 57% | 0%

3 of the entries above in order of the FUS suppressor value, rising:
canonical_smiles | FUS suppressor
CCCCc1nc2cc(C(=O)N3CCC(OCCOC)CC3)ccc2o1 | -3%
COc1cccc(/C=C(\C#N)c2nc3ccc(C)cc3[nH]2)c1 | 15%
O=C(O)CCSc1nc2ccccc2n1Cc1ccccc1 | 20%

Following part
Values run as follows: GLP1R ag | Abeta yeast res | D3 antag | aSyn yeast inh | TDP-43 yeast inh | PTHR1 ag | Akt phos inh | FUS suppressor | GLP1R inv ag
> COc1ccc(S(=O)(=O)c2cn(CC(=O)Nc3cc(C)ccc3C)c3ccccc3c2=O)cc1
  -1% | -5% | x | x | 8% | -21% | x | -15% | 9%
> COc1ccc(N(C(=O)c2ccco2)C(C(=O)NC2CCCC2)c2cccs2)c(OC)c1 (stereo unspecified)
  10% | 5% | 8 | 1% | -2% | i | i | 23% | 8%
> CCc1ccc(NC(=O)c2cnn3c(C(F)F)cc(C)nc23)cc1
  7% | 8% | -17 | -6% | -5%[0.397 µM] | -4% | i | 4% | 11%
> CC(C)Cc1nc(SCC(=O)N2CCCCC2)c2c(=O)n(C)c(=O)n(C)c2n1
  0% | -17% | 3 | 20% | 12% | -13% | i | 29% | 10µM*
> COC(=O)/C(C#N)=C1/C=Cc2ccccc2N1
  16% | -25% | 8 | 9% | -23%[0.397 µM] | i | i | 16% | 80%[activator]
> O=Cc1ccc(OCC(=O)Nc2ccccc2C(F)(F)F)cc1
  0% | 18% | 8 | -5% | 0% | 0% | i | -2% | 0%[0.307 µM]
> COc1ccc(C(=O)N2CCC(C(=O)NCc3ccccn3)CC2)cc1
  -8% | 22% | 10 | 4% | 16% | i | i | 11% | 5%
> O=C(c1ccco1)n1nc(-c2ccccc2)nc1NCc1ccc(F)cc1
  5% | -10% | x | 2% | 11% | i | x | -7% | 15%
> Cc1ccc(S(=O)(=O)NC(=O)Nc2cc(C(C)(C)C)on2)cc1
  3% | 7% | 1 | 1% | -2% | 0% | i | 7% | 23%
> Cc1cc(N2CCC(C(=O)NC3CCCCC3)CC2)nc(-c2ccccc2)n1
  -12% | -4% | 11 | 0% | 2% | -10%[57.5 µM] | i | 11% | 1%
> CC(C(=O)NCC1CCCO1)N(C(=O)c1snc(C(N)=O)c1N)c1ccccc1 (stereo unspecified)
  -7% | 5% | -9 | -1% | 23% | -22% | i | -1% | 47%
> CCOc1ccc(C(=O)N2CCC(c3nc(-c4ccc(S(=O)(=O)N5CCCC5)cc4)no3)CC2)cc1
  x | -19% | x | x | 16% | i | x | 19% | -4%
> Cc1ccccc1/C=C1\CCCc2ccccc2C1=O
  0% | 0% | 10 | -3% | 21% | -33% | i | 5% | u
> O=Cc1c[nH]c2ncccc12
  1% | -4% | 8 | 0% | 17% | i | i | -27% | -5%
